Screening results (PubChem)
IMP-1 inhibitor: inhibitors of Pseudomonas aeruginosa IMP-1 metallo-beta-lactamase; 290,000 tested, 0.45% active; inhibition, % at 5.6 µM; AID 1556; purified IMP-1, nitrocefin hydrolysis, epi-absorbance fluorescence;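 active = inhibition above the mean plus 3 SD of all compounds in the same screening run, cut at about 4.5% in these data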;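 also: 0% = IMP-1 with DMSO and 100% = DMSO wells lacking enzyme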
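System: purified recombinant IMP-1 beta-lactamase. Medium: Zinc- and detergent-supplemented HEPES buffer, pH 7.1. Compound: one 5.6 µM dose […]. Schedule: 15 min preincubation plus 25 min reaction at 25 °C. Technique: Epi-absorbance fluorescence, 480 nm excitation, 530 nm emission.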
GPR7 antag: human neuropeptides B/W receptor 1 antagonism; inhibition, % at 4.4 µM; GPR7-expressing cells, fluorescence antagonist assay; P48145; 290,000 tested, 1.1% active; in the data active = inhibition above about 16%, passing the limit was not always enough;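 also: cells stimulated with the agonist NPW; 0% = agonist with vehicle and 100% = vehicle without agonist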
IDE inh: inhibits human insulin-degrading enzyme in HEK cells; P14735; FAbetaB cleavage, fluorescence polarization; inhibition, % at 5.59 µM; 320,000 tested, 0.41% active; AID 434962;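 active = percent inhibition above the average of all tested compounds plus 3 SD, set per screening campaign, cut at about 16% in these data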;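 also: IDE supplied by intact live HEK cells; FP after avidin binding of uncleaved biotin substrate so inhibition keeps polarization high; 0% = DMSO wells and 100% = 60 µM reference IDE inhibitor Ii1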
Target sequence (P14735 whole entry, looked up): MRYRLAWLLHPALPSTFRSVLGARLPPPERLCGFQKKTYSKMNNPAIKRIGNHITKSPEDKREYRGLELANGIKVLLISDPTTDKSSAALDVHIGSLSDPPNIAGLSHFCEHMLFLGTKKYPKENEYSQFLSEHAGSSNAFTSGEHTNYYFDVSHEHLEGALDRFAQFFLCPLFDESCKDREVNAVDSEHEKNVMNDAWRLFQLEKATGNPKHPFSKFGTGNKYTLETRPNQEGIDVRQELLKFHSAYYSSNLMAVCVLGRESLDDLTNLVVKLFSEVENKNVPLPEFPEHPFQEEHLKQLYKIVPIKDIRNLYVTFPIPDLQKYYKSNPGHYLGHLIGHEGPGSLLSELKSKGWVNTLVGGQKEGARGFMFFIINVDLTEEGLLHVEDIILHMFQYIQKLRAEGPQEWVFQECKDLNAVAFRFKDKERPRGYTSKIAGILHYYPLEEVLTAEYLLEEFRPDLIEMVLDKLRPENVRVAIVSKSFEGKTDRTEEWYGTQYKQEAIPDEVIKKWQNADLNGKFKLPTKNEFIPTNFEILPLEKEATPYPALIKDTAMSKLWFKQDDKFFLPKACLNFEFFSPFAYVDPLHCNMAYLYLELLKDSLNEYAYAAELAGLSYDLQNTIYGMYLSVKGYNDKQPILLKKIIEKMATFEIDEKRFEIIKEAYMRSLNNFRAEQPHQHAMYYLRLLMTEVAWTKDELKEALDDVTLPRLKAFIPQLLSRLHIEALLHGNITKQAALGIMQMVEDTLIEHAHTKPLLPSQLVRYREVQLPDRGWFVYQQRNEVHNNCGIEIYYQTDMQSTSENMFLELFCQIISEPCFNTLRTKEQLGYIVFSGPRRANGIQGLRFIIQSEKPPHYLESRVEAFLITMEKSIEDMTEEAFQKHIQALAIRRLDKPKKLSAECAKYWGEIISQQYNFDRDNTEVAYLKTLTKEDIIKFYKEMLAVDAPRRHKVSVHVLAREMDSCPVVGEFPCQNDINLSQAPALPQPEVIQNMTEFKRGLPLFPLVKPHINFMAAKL
PfM18AAP inh: PfM18AAP enzyme inhibition | inhibition, % at 7.35 µM | recombinant PfM18AAP, H-Glu-NHMec fluorogenic cleavage | 290,000 tested, 1.2% active | AID 1822;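 active = inhibition above the campaign mean inhibition over all tested compounds plus 3 SD, cut at about 28% in these data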;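 also: 0% = plate median of test compound wells and 100% = 2 mM ZnCl2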
PHOSPHO1 block: blocks human PHOSPHO1 phosphatase activity. Q8TCT1. 290,000 tested, 1.1% active. recombinant PHOSPHO1, absorbance phosphatase assay. inhibition, % at 13.3 µM. AID 1565; in the data active = inhibition above about 60%
pCIP destab: p/CIP protein destabilization; Q05BA5; F442A p/CIP-EGFP cells, EGFP fluorescence, 16 h; decrease of EGFP signal, % at 10 µM; 290,000 tested, 0.01% active; AID 1984;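 active = EGFP signal decrease of at least 30% at 10 µM or well 3 SD below plate mean, unless failing retest; inactive = the rest, including hits failing retest or dose response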; also: some compounds called inactive have numbers as strong as hits; many of its hits are not listed in these tables
VIM-2 inh: inhibitors of Pseudomonas aeruginosa VIM-2 metallo-beta-lactamase. purified VIM-2, nitrocefin hydrolysis, epi-absorbance fluorescence. inhibition, % at 5.6 µM. 290,000 tested, 0.89% active. AID 1527;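 active = inhibition above the mean of all tested compounds plus 3 SD, cutoff set per screening run, cut at about 7.5% in these data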;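 also: red hydrolysis product quenches plate fluorescence so inhibitors raise well fluorescence; 0% = enzyme with DMSO and 100% = DMSO without enzyme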
NALP1 inh: NALP1 inhibition; 280,000 tested, 0.61% active; inhibition, % at 10 µM; S. cerevisiae NALP1/ASC/caspase-1 growth, X-gal OD620, 72 h; in the data active = inhibition mostly above about 24%, no sharp cut-off; inactive = mostly below about 32%; also: some compounds called inactive have numbers as strong as hits
IDE act: boosts human insulin-degrading enzyme activity in HEK cells. P14735. FAbeta-B cleavage, fluorescence polarization; 0% vehicle, 100% cell-free pure enzyme wells. activation, % at 5.96 µM. 340,000 tested, 0.073% active;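 active = activation above the mean of all tested compounds plus 3 SD, set per screening campaign, cut at about 17% in these data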
Active calls of the source: *; x = not tested or not shown.

SMILES	IMP-1 inhibitor	GPR7 antag	IDE inh	PfM18AAP inh	PHOSPHO1 block	pCIP destab	VIM-2 inh	NALP1 inh	IDE act
O=S(=O)(c1ccc2c(c1)OCCO2)N1CCC(n2nnc3cc(F)ccc32)CC1	-3.2	-3	3	2	-27	-18	-1.2	40	0
COc1ccccc1NCC(=O)Nc1cc(S(=O)(=O)N2CCOCC2)ccc1N1CCOCC1	-1.2	2	-5	-6	0	0	-2.0	17	4
Cc1ccc2c(c1)C=CC(C)(C)S2(=O)=O	-2.2	6	-4	-2	-5	-15	0.9	30	5
COc1cccc(C2/C(=C(/O)c3ccccc3)C(=O)C(=O)N2Cc2ccco2)c1 (stereo not drawn)	-3.1	-11	6	3	-5	-19	-0.3	21	x
COc1ccc(C2CC(c3ccccc3)=NN2c2ccc(/C=N/NC(=O)c3ccncc3)cc2)cc1 (stereo not drawn)	-3.3	-9	-2	-3	8	-14	-3.8	8	-5
Cc1cc(NC(=S)NC(=O)c2ccccc2)ccc1-c1cc2ccccc2oc1=O	-3.5	-5	1	1	4	-8	-2.6	28	1
COc1ccc(S(=O)(=O)N(CCc2ccccc2)CC(N)=O)cc1	-2.1	3	0	-15	14	4	-2.3	5	10
CCOc1ccccc1OCC(=O)NN1Cc2ccccc2C1=N	-5.4	-9	2	1	2	-4	-2.2	11	8
O=C(O)c1ccc(CN2C(=O)c3ccccc3S2(=O)=O)cc1	-1.0	-15	4	-2	-27	6	0.0	x	5
Cc1cc2ccccc2n1CCNC(=O)C(C)(C)C	x	x	-3	x	-24	1	x	9	14
Cc1nc2ccccc2c2c1CC(C(C)(Cl)Br)O2 (stereo not drawn)	-2.4	18	6	1	-3	-20	-0.5	29	-3
COc1ccc(NC(=O)C(CC(=O)O)Cc2ccc(Cl)cc2)cc1 (stereo not drawn)	0.4	5	-2	-2	19	9	-0.8	19	2
COC(=O)c1cnc(Oc2ccc(NC(=O)NC(=O)c3c(F)cccc3Cl)cc2)cc1C(F)(F)F	0.3	2	1	-2	-14	-1	-1.0	24	-5
O=C(CCN1C(=O)c2ccccc2C1=O)Nc1cccc(O)c1	-0.4	8	-2	-2	27	-13	-1.6	6	0
CCCCNC(=O)CNC(=S)N(Cc1ccccc1)Cc1cccnc1	-2.7	-4	2	7	-7	0	-7.9	23	-4
Cc1cc(-c2csc3ncnc(N4CCN(C)CC4)c23)cc(C)c1C	-1.8	-5	-4	-8	12	-4	0.9	18	1
Cc1csc(NC(=O)CS(=O)(=O)Cc2ccccc2)n1	-4.0	-4	3	16	29	0	-3.0	-3	0
COC(=O)Nc1sc2c(c1C(=O)N1CCOCC1)CCC(C)C2 (stereo not drawn)	0.0	-9	5	0	-10	-10	-1.4	-6	-3
Nc1nc(SCC(=O)Nc2ccccc2)[nH]c(=O)c1NC(=O)c1cccs1	1.3	-13	1	4	6	-7	-1.1	36	-6
Cc1cccc(-n2cnc(C(=O)Nc3cccnc3)c2)n1	0.6	10	2	-1	-17	-10	-1.7	23	3
O=C(Nc1ncn[nH]1)c1cc(S(=O)(=O)Nc2cccc(C(F)(F)F)c2)ccc1Cl	-3.0	-10	-2	12	30	-5	-3.0	-5	5
C/C(=N/NS(=O)(=O)c1cc(C)ccc1C)c1ccc2c(c1)OCO2	-3.5	-24	x	3	26	11	-0.9	5	3
Cn1cc(S(=O)(=O)CC(=O)N2CCc3ccccc32)c2ccccc21	-4.0	-2	-2	-1	-19	-4	-4.1	-1	6
COc1cccc(-n2c(Cc3cc(=O)[nH]c(=O)[nH]3)nnc2SCC(=O)NC2CCCC2)c1	-2.5	2	2	3	-11	-16	0.1	-11	3
CCOc1ccc(CCNC(=O)Cn2ccc3ccccc3c2=O)cc1OCC	-2.6	-3	12	0	28	-3	-2.6	8	6
Carrying on.
SMILES	IMP-1 inhibitor	GPR7 antag	IDE inh	PfM18AAP inh	PHOSPHO1 block	pCIP destab	VIM-2 inh	NALP1 inh	IDE act
COc1cc(C2NC(=O)NC(C)=C2C(=O)OC(C)C)ccc1OC(=O)c1ccco1 (stereo not drawn)	-2.4	-3	1	0	-11	-5	-1.4	0	-6
CC1(C)CC(=O)N(c2cc(Cl)ccc2Cl)C(=O)C1	-3.1	-12	0	-1	x	-16	-2.4	-4	4
Cc1cccc(N(O)C(=O)Nc2cccc(Cl)c2)c1	-0.1	-2	x	24	-1	4	3.9	-1	4
O=C(c1nc2ccccc2s1)N1CCSCC1	-2.3	-14	-1	-5	-22	6	0.3	-1	-1
Cc1ccc(NC(=O)c2cc(S(=O)(=O)N3CCCC3)cn2C)cc1	-3.2	-10	-5	2	18	3	0.4	25	6
COc1nonc1NCn1nc(C)cc1C	-2.3	-5	3	-2	1	1	-1.7	5	5
COc1ccc(C(C(=O)NC(C)(C)C)N(CCc2ccccc2)C(=O)CCC(=O)Nc2cc(C)on2)cc1 (stereo not drawn)	-2.0	3	7	1	13	-4	-1.4	-5	6
OCCC1CN(Cc2ccc(Oc3ncccn3)cc2)CCN1Cc1ccc(F)c(F)c1 (stereo not drawn)	-1.8	-11	-2	-4	24	-2	-1.2	18	3
O=C1COc2ccc(C(=O)COC(=O)Cc3ccsc3)cc2N1	-1.4	-9	9	-13	23	15	-0.1	-13	1
O=C(COc1ccccc1)Nc1ccc(C(=O)N2CCCC2)cc1	-3.5	-7	5	-3	20	-6	-4.5	-13	7
CC(=O)c1ccc(N2CCN(C(=O)c3ccc4nc[nH]c4c3)CC2)cc1	-2.3	-8	2	3	-22	-9	-3.6	19	-3
COc1ccc(Cc2nc(-c3cccs3)no2)cc1	-1.0	9	4	-6	27	-5	0.2	3	0
CCC1CCCCN1S(=O)(=O)c1ccc(C(=O)Nc2nnc(C3CC3)o2)cc1 (stereo not drawn)	1.1	-1	-7	0	53	-2	-3.5	13	4
O=C(N/N=C/c1cccc([N+](=O)[O-])c1)C1CC(=O)N(c2ccc(F)cc2)C1 (stereo not drawn)	-0.5	-5	0	13	2	2	-1.4	15	1
O=C(NC1=NCCS1)c1ccc(Br)s1	-1.9	-5	-1	-3	-4	-1	-0.9	8	2
CN(Cc1ncc[nH]1)C(=O)CC1C(=O)NCCN1Cc1c(F)cccc1Cl (stereo not drawn)	-1.0	-2	1	-1	-9	-3	-1.2	-11	2
O=C(NC1CCN(C(=O)Nc2cccc(F)c2)CC1)C1CCCCC1	-1.5	5	6	0	24	5	-1.1	5	-5
CCO[C@@H]1OC(C(=O)N2CCN(C)CC2)=C[C@H](c2csc3ccccc23)[C@H]1CCCO	-0.9	-4	3	-20	28	-8	0.4	12	2
Cc1ccc(S(=O)(=O)N2CCN(C(=O)COc3ccc(-c4nnco4)cc3)CC2)cc1	-2.6	-14	2	-2	24	1	-2.0	9	3
c1ccc2c(c1)CCCn1nnnc1-2	-0.7	18	2	-13	5	7	0.8	-2	4
CC1CCN(C(=O)c2ccc(S(=O)(=O)Cc3ccccc3F)c([N+](=O)[O-])c2)CC1	-1.5	-7	8	-2	-13	5	-2.6	11	6
Cc1ccc(NC(=O)CCCCCN2C(=O)[C@@H]3Cc4ccccc4CN3C2=O)cc1	-3.0	-16	4	-7	32	3	-1.7	1	-1
CCCCSc1[nH]c(=O)c(C(=O)OCC)cc1C#N	-5.8	-4	-3	7	30	-22	-1.9	28	-1
COc1ccc(OC)c(CN2CCN(CCCc3ccccc3)C(CCO)C2)c1 (stereo not drawn)	-1.1	-6	3	-6	x	-11	-1.8	-24	4
CC(C)NC(=O)NC(=O)COC(=O)/C=C/c1ccccc1[N+](=O)[O-]	-4.9	1	2	-7	12	-3	-5.6	-17	3

Of the compounds above, these contain a COOH group:
SMILES	IMP-1 inhibitor	GPR7 antag	IDE inh	PfM18AAP inh	PHOSPHO1 block	pCIP destab	VIM-2 inh	NALP1 inh	IDE act
O=C(O)c1ccc(CN2C(=O)c3ccccc3S2(=O)=O)cc1	-1.0	-15	4	-2	-27	6	0.0	x	5
COc1ccc(NC(=O)C(CC(=O)O)Cc2ccc(Cl)cc2)cc1 (stereo not drawn)	0.4	5	-2	-2	19	9	-0.8	19	2

Carrying on.
SMILES	IMP-1 inhibitor	GPR7 antag	IDE inh	PfM18AAP inh	PHOSPHO1 block	pCIP destab	VIM-2 inh	NALP1 inh	IDE act
COc1ccc(CC(=O)N/N=C(\C)c2cccs2)cc1	-0.1	31*	-1	3	34	1	1.1	-8	5
COC(=O)c1sc(SC)c(S(=O)(=O)C(C)C)c1N	-0.5	0	4	1	19	-3	0.0	-13	-3
CCCCOc1ccc(C(=O)Nn2c(-c3cccs3)nc3ccccc3c2=O)cc1	-3.3	2	1	-10	-14	6	-0.7	26	4
CCN(CC)C(=O)CSC1c2ccccc2C(=O)N1c1ccccc1 (stereo not drawn)	-1.4	-17	3	6	-34	16	-0.6	11	-4
COc1ccc2cc(C(=O)Nc3ccc(Cl)cc3)sc(=O)c2c1OC	-3.8	-5	4	3	-15	-2	-3.9	26	0
Cc1cc(NC(=O)CSc2nnc(CNc3cccc(C(F)(F)F)c3)n2Cc2ccco2)no1	-3.4	-11	-1	-6	1	6	-1.6	-11	-5
COc1cccc(C(=O)Oc2cc(N)n(S(=O)(=O)c3ccc(C)cc3)n2)c1OC	-3.5	5	-3	7	-34	-3	-2.7	0	1
O=C(C1CCCO1)N1CCN(C(=S)Nc2cc(F)cc(F)c2)CC1 (stereo not drawn)	-1.5	-20	-6	-10	21	-6	-2.2	17	2
COc1cccc(-c2cc(C(=O)N3CCc4ccccc4C3)[nH]n2)c1	-2.4	3	3	2	20	-23	-1.9	-4	4
c1ccc2[nH]c(SCc3cn4cccnc4n3)nc2c1	-2.0	-11	-3	-6	-27	-3	-1.2	23	2
O=C(Nc1cccnc1)OC1CCCCC1	-4.7	-3	-3	-1	7	6	-6.4	-5	5
COc1ccc(CC(=O)Nc2ccccc2N2CCCC2)cc1	-0.8	-9	2	4	-12	-1	0.0	18	-1
CC(=O)Nc1ccc(NC(=O)CSc2ccc3nnc(-c4ccccn4)n3n2)cc1	-0.9	-8	2	3	33	10	-1.3	16	0
Cc1nc2cc(C(=O)N3CCN(C)CC3)ccc2n1C	-3.3	-8	x	5	-1	-14	-2.1	13	10
O=C(COC(=O)c1cccc(Br)c1)NCCNC(=O)COC(=O)c1cccc(Br)c1	-0.6	-8	4	5	10	4	-0.6	-1	-1
C/C(=N\Nc1ccc(C(=O)c2c(C)cc3ccccn23)cc1[N+](=O)[O-])c1ccc(O)cc1	0.1	10	1	3	15	0	1.2	x	3
O=C(NCCCN1CCCC1=O)Nc1ccccc1Cl	-0.1	-12	-3	-18	23	-3	-0.7	11	6
CCOC(=O)Cc1csc(NS(=O)(=O)c2ccc(NC(C)=O)cc2)n1	-1.7	-18	x	-3	36	6	0.0	14	-1
COc1ccc(NC(=O)Cn2c(=O)n(-c3ccccc3)c(=O)c3oc4ccccc4c32)c(OC)c1	-3.0	-2	-4	0	1	-5	-2.6	24	-4
N#Cc1ccsc1NC(=O)CN1CCCCC1	-0.5	-5	4	-2	-2	8	-0.7	32	2
Cc1nc([N+](=O)[O-])cn1-c1nc2ccccn2c1[N+](=O)[O-]	-1.8	-3	-5	-2	29	-2	0.2	18	5
CCN(CC)CCN(Cc1cc2ccc(C)c(C)c2[nH]c1=O)C(=S)NCc1ccco1	-0.3	17	0	1	22	-5	-0.4	2	-2
COc1ccc(CNC(=O)C(=O)NCC2OCCCN2S(=O)(=O)c2cccs2)cc1 (stereo not drawn)	-1.7	-15	2	-3	43	-5	-1.0	0	6
Cc1cc(NC(=O)CSc2nc3ccsc3c(=O)n2Cc2ccccn2)n[nH]1	-3.8	-1	1	0	28	-21	-3.4	-19	7

Hits appear at their usual frequency; overall some 5.3% were active at least once.
